TDP43 rescue: rescues yeast growth from TDP-43 toxicity | TDP-43 expressing yeast growth rescue, BacTiter-Glo, 24 h | Potency, µM (series often up to 46.1 µM), for inactives: top-dose growth rescue (activation), usual class: activators | actives 1.8% (n = 410,000) | AID 652104; note: potency is the fitted concentration of half-maximal effect; % of control where 0% means no effect; nearly all actives have a fitted effect of over 50% in size
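Yeast cells expressing TDP-43 under galactose induction are exposed to compounds for 24 hr at 30 deg C. BacTiter-Glo luminescence measures growth, so protective compounds score as activators.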
GLP-1R agonist: activates the human GLP-1 receptor; HEK293 GLP-1R CRE-luciferase, luminescence, 4-6 h; cells express a hypersensitive GLP-1R form; P43220; Potency, µM (doses to about 45.6 µM), for the others: top-dose activation, actives largely listed as activators; AID 624172; actives 0.007% (n = 380,000); note: potency is the fitted concentration of half-maximal effect; % of control where 0% means no effect
Target sequence (P43220 whole entry, looked up): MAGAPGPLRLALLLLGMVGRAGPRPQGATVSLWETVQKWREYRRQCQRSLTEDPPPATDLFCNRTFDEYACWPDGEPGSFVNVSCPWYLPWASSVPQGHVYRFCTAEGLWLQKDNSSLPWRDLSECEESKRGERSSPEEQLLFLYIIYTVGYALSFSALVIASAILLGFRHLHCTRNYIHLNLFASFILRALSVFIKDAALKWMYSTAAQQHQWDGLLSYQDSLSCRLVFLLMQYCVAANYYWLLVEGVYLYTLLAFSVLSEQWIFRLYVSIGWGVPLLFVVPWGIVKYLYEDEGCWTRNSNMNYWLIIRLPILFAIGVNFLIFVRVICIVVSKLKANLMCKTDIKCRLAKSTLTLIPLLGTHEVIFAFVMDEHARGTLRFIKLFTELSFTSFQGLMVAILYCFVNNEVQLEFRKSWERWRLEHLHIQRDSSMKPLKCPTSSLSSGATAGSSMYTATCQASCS
aSyn rescue: inhibitors of alpha-synuclein toxicity in yeast; AID 652106; Potency, µM (top dose mostly 46.1 µM), without a hit: at the highest dose growth rescue (activation), most hits filed as activators; Yeast expressing alpha-synuclein, growth rescue, BacTiter-Glo, 24 h; actives 0.14% (n = 370,000); note: potency is the fitted concentration of half-maximal effect; % of control where 0% means no effect; nearly all actives have a fitted effect of over 65% in size
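Readout is rescue of growth in alpha-synuclein-expressing yeast, so inhibitors of toxicity appear as activators. Growth after 24 hr at 30 deg C in galactose medium is quantified by luminescence.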
KB-V1 cytotox: KB-V1 MDR subline cytotoxicity | actives 3.4% (n = 400,000) | Potency, µM (doses to about 46.1 µM), inactives show at the highest dose activity change, negative = cytotoxicity, hits mostly cytotoxic | KB-V1 MDR cells viability, CellTiter-Glo, 72 h; note: potency is the fitted concentration of half-maximal effect; % is set by controls: 0 for no effect and ±100 for the full control effect; nearly all actives have a fitted effect of over 60% in size
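In this primary screen, KB-V1 cells overexpressing P-gp are incubated with library compounds (lowest to highest concentration) for 72 h at 37 degrees C before a luminescent ATP viability read.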
PTHR1 agonist: agonists of human PTHR1 parathyroid hormone receptor; actives 0.075% (n = 410,000); Potency, µM (titrated, usually from 115 µM), for inactives: at the highest dose activation, actives largely listed as activators; Q03431; AID 743266; HEK293 GP2 PTHR1 cells, GloSensor cAMP luminescence, 1 h; note: potency is the fitted concentration of half-maximal effect; nearly all actives have a fitted effect of over 55% in size; some results filed as inactive show a strong effect at the top dose; inactives centre near -15; many of its hits are not listed in these tables
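HEK-293-derived GP2 cells expressing PTHR1 and a GloSensor cAMP reporter, 3,000/well, plated overnight, given luciferin plus IBMX (each 0.5 mM as added) for 1 h at 37 °C, then compound for 1 h at 37 °C. Luminescence was read after 15 min at room temperature.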
D3 ag: activates the human D3 dopamine receptor; P35462; actives 0.58% (n = 410,000); AID 652048; max activation, %; D3R DiscoveRx beta-arrestin cells, luminescence, 90 min; in the data active = max activation above about 30%; note: 0% is about no effect; mostly tested at two doses, the higher about 12 µM
Target sequence (P35462 whole entry, looked up): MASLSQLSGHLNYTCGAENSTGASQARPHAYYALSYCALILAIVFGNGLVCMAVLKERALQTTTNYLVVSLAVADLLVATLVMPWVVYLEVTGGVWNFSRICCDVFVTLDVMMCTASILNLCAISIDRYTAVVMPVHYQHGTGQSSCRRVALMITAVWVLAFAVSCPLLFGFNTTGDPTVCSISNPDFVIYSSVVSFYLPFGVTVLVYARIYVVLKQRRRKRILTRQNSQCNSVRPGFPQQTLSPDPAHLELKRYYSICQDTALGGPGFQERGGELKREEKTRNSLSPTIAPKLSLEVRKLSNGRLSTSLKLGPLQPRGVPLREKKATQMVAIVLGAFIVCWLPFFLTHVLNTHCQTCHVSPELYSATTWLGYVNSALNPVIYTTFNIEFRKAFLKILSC
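Agonist-mode cell screen: cells plated at 1500/well and incubated overnight at 37 °C, then exposed to library compounds for 90 min at 37 °C. Detection reagent was added for 30–60 min at room temperature, and luminescence was read.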
D3 antag: antagonists of human D3 dopamine receptor | D3R cells, DiscoveRx beta-arrestin luminescence, antagonist mode; active compounds read low | max response, negative = inhibition, % | actives 2.5% (n = 360,000) | AID 652054; in the data active = max response below about -50%; inconclusive = no clear call, values can overlap the other calls; note: % is set by controls: 0 for no effect and ±100 for the full control effect; mostly tested at two doses, the higher about 12 µM
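Cells expressing the human receptor were seeded at 1500 cells/well, incubated overnight at 37 degrees C in 5% CO2, then exposed to library compounds with dopamine controls for 90 minutes at 37 degrees C before luminescent detection.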
GLP1R inv ag: acts as inverse agonist at human GLP-1 receptor. P43220. HEK293 GLP-1R CRE-luciferase, luminescence, 24 h; GLP-1R form is constitutively active. Potency, µM (doses to about 38.3 µM), for inactives: top-dose activity change, negative = inhibition, actives largely listed as inhibitors. actives 1.6% (n = 410,000); note: potency is the fitted concentration of half-maximal effect; % is set by controls: 0 for no effect and ±100 for the full control effect; nearly all actives have a fitted effect of over 55% in size
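Luminescence readout: a drop in cAMP-driven luciferase signal flags inverse agonism at a constitutively active GLP-1R stably expressed in HEK293. Compound exposure lasted 24 hr at 37 deg C, 5% CO2.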
HEK293 tox: cytotoxic in the GLP-1 receptor inverse agonist counter-screen; HEK293 cAMP-luciferase reporter cells, luminescence, 24 h; Potency, µM (highest dose often 38.3 µM), for inactives: at the top dose activity change, negative = inhibition, actives largely listed as inhibitors; actives 0.13% (n = 410,000); AID 624418;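 note: loss of luciferase light is scored as toxicity; potency is the fitted concentration of half-maximal effect; % is set by controls: 0 for no effect and ±100 for the full control effect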
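Cells in DMEM/10% Nu serum/1% pen-strep, 1536-well format. Pre-incubated 12 h, dosed with 23 nL compound, incubated a further 24 h. Luciferase detection, 12 min at room temp, luminescence.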
An asterisk follows results filed as active; i = inactive; ? = inconclusive; . = not tested or not shown; & = joins results of further samples; [ ] = dose if it differs, or a comment. Unless noted, calls come from the whole dose curve; as a rule, active = well fitted curve in the direction sought with a large enough effect; inconclusive = small, poorly fitted or top-dose-only effect, or another doubt; inactive = no such curve, though single readings can be large; an effect the other way counts as inactive or inconclusive.

structure,GLP1R inv ag,D3 ag,D3 antag,GLP-1R agonist,KB-V1 cytotox,HEK293 tox,TDP43 rescue,PTHR1 agonist,aSyn rescue
O=C(Nc1cccc(Cl)c1)C1C2C=CC3(O2)C1C(=O)N(CCCN1CCCCC1)C3C(=O)NC1CCCCC1 (stereo not drawn),-22%,-9,-9,12%,0%,5%,1%,i,4%
CCCn1c(SCC(=O)Nc2ccc(NC(=O)CC)cc2)nc2c1c(=O)n(C)c(=O)n2C,29%,-13,-17,5%,0%,12%,-11%,?,-4%
O=C(c1ccco1)N1CCN(S(=O)(=O)c2ccc(Cl)cc2)CC1,-18%,-7,-11,0%,?,12%,?,i,-5%
CN1CCN(S(=O)(=O)c2cccc(S(=O)(=O)c3ccc(Cl)c(Cl)c3)c2)CC1,-6%,0,18,-2%,-7%,-4%,11%,-12%[57.5 µM],3%
O=C(CNS(=O)(=O)c1ccc(Br)cc1)Nc1ccc2c(c1)OCCO2,-5%,7,17,-1%,18%,-18%,11%,i,4%
C/C=C/C(=O)Nc1ccccc1Br,0%,1,-14,-8%,0%,0%,-3%,-8%[57.5 µM],0%
C=CCn1c(COc2ccccc2)nnc1SC(C)C(=O)N/N=C/c1cc(Cl)ccc1O (stereo not drawn),8.9µM*,9,9,-17%,-20%,-10%,9%,-13%,?
CCc1ccccc1NC1c2ccccc2C(=O)N1Cc1ccco1 (stereo not drawn),?,4,27,4%,?,-8%,?,i,11%
CCCCN1CC(=O)N2[C@H]3c4cc(C)ccc4OC[C@@H]3[C@H](C(=O)OCC)[C@]2(C)C1=O,1%,-7,?,-4%,14%,-33%,25%,2%,5%
Cc1ccc(CNC(=O)c2cnc3c(-c4ccc(F)cc4)c(C)nn3c2C)o1,-5%,6,.,.,-7%,0%,16%,-17%,.
CN=C1c2cc3c(Br)c(OC)ccc3n2CCN1C,-1%,4,-18,-10%,-13%,-39%,-22%,23%[57.5 µM],3%
CCN1CCCC1CNC(=O)Cn1nc(C)n2c(cc3cc(F)ccc32)c1=O (stereo not drawn),?,0,-10,6%,?,-15%,3%,i,-4%
CC(C)Cn1c(-c2csc(C(C)C)c2)n[nH]c1=S,0%,17,-20,7%,-10%,-13%,-37%[inhibitor],-30%,-6%
Cc1cc(-c2nnnn2-c2ccc(C(F)(F)F)cc2)no1,-12%,9,2,-13%,17%,12%,0%,-2%,-6%
O=C(c1cc(-c2cccc(Cl)c2)on1)N1CCCCC1,-7%,-10,.,.,-2%,0%,2%,-17%,.
CCOC(=O)c1cc(-c2ccc(C)cc2)nn1Cc1ccccc1,?,-1,.,4%,-7%,4%,16%,-23%,.
Cc1cccc(OC(=O)c2nc(SCc3ccccc3F)ncc2Cl)c1,-6%,-7,.,.,.,4%,-20%,?,.
CCCCNS(=O)(=O)c1ccc2nc(-c3cccnc3)cc(C(=O)NCCOC)c2c1,21%&17%,6&8,-2,-5%,-25%&23%,-2%&-3%,14%&17%,-21%&-4%,3%
COc1ccc(NC(=O)CCc2c(C)nc3c(-c4ccc(F)cc4)c(C)nn3c2C)c(OC)c1,-6%,-8,.,-1%,2%,-3%,10%,-5%,.
CN1CCc2c(C#N)c(N3CCCCC3)nc(N3CCOCC3)c2C1,28%,-9,-16,6%,-4%,11%,-4%,0%[57.5 µM],0%

Eight compounds from above, arranged by length of the SMILES, falling:
structure,GLP1R inv ag,D3 ag,D3 antag,GLP-1R agonist,KB-V1 cytotox,HEK293 tox,TDP43 rescue,PTHR1 agonist,aSyn rescue
O=C(Nc1cccc(Cl)c1)C1C2C=CC3(O2)C1C(=O)N(CCCN1CCCCC1)C3C(=O)NC1CCCCC1 (stereo not drawn),-22%,-9,-9,12%,0%,5%,1%,i,4%
CCCn1c(SCC(=O)Nc2ccc(NC(=O)CC)cc2)nc2c1c(=O)n(C)c(=O)n2C,29%,-13,-17,5%,0%,12%,-11%,?,-4%
CN1CCN(S(=O)(=O)c2cccc(S(=O)(=O)c3ccc(Cl)c(Cl)c3)c2)CC1,-6%,0,18,-2%,-7%,-4%,11%,-12%[57.5 µM],3%
Cc1ccc(CNC(=O)c2cnc3c(-c4ccc(F)cc4)c(C)nn3c2C)o1,-5%,6,.,.,-7%,0%,16%,-17%,.
CCN1CCCC1CNC(=O)Cn1nc(C)n2c(cc3cc(F)ccc32)c1=O (stereo not drawn),?,0,-10,6%,?,-15%,3%,i,-4%
O=C(CNS(=O)(=O)c1ccc(Br)cc1)Nc1ccc2c(c1)OCCO2,-5%,7,17,-1%,18%,-18%,11%,i,4%
CCc1ccccc1NC1c2ccccc2C(=O)N1Cc1ccco1 (stereo not drawn),?,4,27,4%,?,-8%,?,i,11%
CC(C)Cn1c(-c2csc(C(C)C)c2)n[nH]c1=S,0%,17,-20,7%,-10%,-13%,-37%[inhibitor],-30%,-6%

Further structures.
structure,GLP1R inv ag,D3 ag,D3 antag,GLP-1R agonist,KB-V1 cytotox,HEK293 tox,TDP43 rescue,PTHR1 agonist,aSyn rescue
COC(=O)C[C@H]1C=C[C@@H](NC(=O)Nc2cccc(OC)c2)[C@@H](CO)O1,13%,2,23,.,-1%,2%,23%,i,-5%
C/C(=N/Nc1ccccc1C(=O)O)c1cccs1,13%,2,8,-2%,-3%,6%,17%,-25%,10%
Cc1noc(C)c1COc1ccc(C(=O)OCC(=O)N2CC(=O)Nc3ccccc32)cc1,?,-14,14,7%,-8%,1%,0%,-10%,-3%
O=C1N=C(N2CCc3ccccc3C2)S/C1=C\c1ccc(O)cc1,0%,-5,-14,21%,-2%,-7%,5%,-5%,-4%
C/C(=N\Nc1ccc(S(=O)(=O)N2CCCCC2)cn1)c1ccc(O)cc1,-24%,2,18,1%,0%,?,13%,-84%[inhibitor],-6%
CC(C)(C)CN1CCC(n2nccc2NC(=O)c2ccccc2Cl)CC1,-14%,4,3,1%,0%,-5%,15%,i,-9%
Cc1oc(-c2cccs2)nc1CNC[C@H]1O[C@@H](n2cnc3c(N)ncnc32)[C@H](O)[C@@H]1O,5%,-7,22,7%,-6%,-7%,13%,7%,6%
CCOc1ccc(CNC(=O)c2ccc(-c3nc(CS(=O)(=O)c4ccccc4)c(C)o3)cc2)cc1,8%,-16,.,.,?,6%,-5%,0%,.
Cc1cc2[nH]c(=O)c(=O)[nH]c2cc1S(=O)(=O)Nc1cccc(F)c1,6%,0,1,4%,7%,?,2%,i,4%
CCN(CC)S(=O)(=O)c1ccc(C)c(NC(=S)NNC(=O)C2CC2)c1,7%,3,-1,-1%,6%,-2%,3%,i,-8%
COc1ccc(C(=O)c2cccc(C(=O)c3ccc(OC)c(C)c3)c2)cc1C,4%,3,24,3%,3%,0%,-19%,0%,2%
NS(=O)(=O)c1cccc(NC(=O)CN2CCCc3ccccc32)c1,2%,5,1,17%,7%,-10%,-10%[0.397 µM],i,-9%
COc1ccc(C(=O)Nc2nnc(S(=O)(=O)N(C)c3ccc(Cl)cc3)s2)cc1OC,-17%,-18,.,.,.,-4%,-4%,-20%,.
COc1ccccc1S(=O)(=O)Cc1ccc(C(=O)NC2CCCCCC2)o1,4%,-7,6,0%,-6%,0%,3%,-10%,1%
CC(C)c1ccc(NC2(C#N)C(=O)Nc3ccccc32)cc1 (stereo not drawn),6%,-7,-53*,8%,15%,-10%,-10%,i,-8%
CCN(CC(=O)NCc1ccc(Cl)cc1)C(=O)Cc1ccccc1[N+](=O)[O-],-47%,-1,-6,6%,-2%,-15%,-8%,-11%,-6%
O=c1ccc(N=Nc2ccccc2)ccc1O,?,-5,-27,2%,?,11µM*,-95%[inhibitor],-64%[inhibitor],-77%[inhibitor]
N#CCC(=O)Nc1ccc(C(=O)OCC(=O)N=c2sccn2Cc2ccccc2Cl)cc1,-11%,5,0,11%,3%,11%,-15%,-20%,2%
CCCc1cc(=O)[nH]c(SCC(=O)N(CC(C)C)C2CCS(=O)(=O)C2)n1 (stereo not drawn),4%,-3,-22,-8%,16%,4%,-3%,-3%,-9%
O=C(CSc1nc(=O)n(CCCN2CCOCC2)c2c1CCC2)Nc1ccc(F)cc1,14%,5,-1,2%,-6%,5%,7%,i,-1%

The list goes on:
structure,GLP1R inv ag,D3 ag,D3 antag,GLP-1R agonist,KB-V1 cytotox,HEK293 tox,TDP43 rescue,PTHR1 agonist,aSyn rescue
COc1ccc(-c2cc(-c3ccc(F)cc3)nc3c2COc2ccccc2-3)cc1,-12%,2,.,-1%,24%,2%,12%,-8%,.
Cc1cc(C)c2nc3sc(C(=O)N4CCOCC4)c(N)c3cc2c1,?,-9,?,2%,?,2%,?,-92%[inhibitor],0%
CCOC(=O)N1CCN(C(=O)CSC2=NS(=O)(=O)c3ccccc3N2)CC1,6%,-20,-7,-2%,-2%,8%,-5%,-10%,-4%
CCOc1nc(Nc2ccc([N+](=O)[O-])cc2)nc(NC(C)(C)C)n1,?,9,-17,5%,15%,-2%,19%,i,-9%
COc1ccc(Cl)cc1C(=O)NNC(=O)c1cccnc1,8%,-1,-23,3%,-15%,-6%,-8%,11%[57.5 µM],1%
Cn1c(N)c(C(=O)CSc2nn(-c3ccc(F)cc3)c(=S)s2)c(=O)n(C)c1=O,1%,12,1,1%,-10%,18%,21%,-36%[inhibitor],-10%
CC1Cc2ccccc2N1C(=O)CSC1=NCCS1 (stereo not drawn),0%,-7,16,-5%,-17%,1%,21%,-6%[57.5 µM],2%
COC(=O)c1ccccc1NC(=S)N(Cc1ccc2c(c1)OCO2)Cc1cc2cc(OC)ccc2[nH]c1=O,5%,-12,5,2%,18µM*,1%,-1%,i,-5%

From PubChem

An excerpt; count on the stated rates, not on these rows.
